From PubChem
hcDAF12 agonist: activators of H. contortus DAF-12 nuclear receptor | HEK293 hcDAF-12 lit1-tk-luc reporter, luminescence; 0% DMSO, 100% Δ7-dafachronic acid | activation, % at 6.8 µM | 370,000 compounds, 1.4% hits | AID 652067;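 active = activation above the mean of all tested compounds plus 3 SD, cut at about 5.5% in these data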;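 note: 100% = response to 3 µM Δ7-dafachronic acid high control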
GC-B act: GC-B (human) receptor activation; AID 1920062; HEK293-GC-B cells, CNP EC30, cGMP TR-FRET; 0% at EC30 CNP, 100% saturating CNP; activation, % at 10 µM; 370,000 compounds, 0.11% hits;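 active = activation at 10 µM reaching about 35% in either raw or pattern-adjusted values, limit read from the data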
DAX1 inh-1: DAX1 (NR0B1) inhibition, primary screen; AID 652010; inhibition, % at 6.8 µM; 370,000 compounds, 1.1% hits; HEK293T StAR-luciferase reporter, SF-1/DAX-1 repression relief;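 active = inhibition above the mean over all tested compounds plus 3 SD, cut at about 3.6% in these data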;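 note: 0% = DAX-1 cells with DMSO and 100% = cells lacking DAX-1 with DMSO; higher inhibition means more luminescence from relief of DAX-1 repression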
DAX1 inh-2: inhibitors of human orphan nuclear receptor DAX1 (NR0B1); P51843; HEK293 Gal4-DAX1 luciferase reporter, luminescence; inhibition, % at 6.75 µM; 340,000 compounds, 0.99% hits; AID 504766;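 active = inhibition above the mean over all tested compounds plus 3 SD, cut at about 4.2% in these data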;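 note: 0% = DAX1-transfected cells with DMSO and 100% = empty-vector control cells with DMSO; inhibition shows as a rise in luminescence from relieved DAX1 repression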
ADAM10 inh: ADAM10 inhibition, QFRET primary screen; O14672; recombinant ADAM10, EDANS/DABCYL FRET peptide cleavage, 3 h; inhibition, % at 7 µM; 370,000 compounds, 0.62% hits; AID 720582;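 active = inhibition above a per-campaign cutoff equal to the mean of compounds falling between control-based bounds plus 3 SD, cut at about 20% in these data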;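 note: 0% = DMSO wells while the 100% control is not disclosed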
ssDAF-12 act: activates DAF-12 receptor from parasite S. stercoralis; 370,000 compounds, 1% hits; AID 652126; activation, % at 6.8 µM; HEK293 ssDAF-12/GRIP1 lit1-tk-luc reporter, luminescence; % of 3 µM dafachronic acid response;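 active = activation above the mean over all tested compounds plus 3 SD, cut at about 0.9% in these data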;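 note: 0% = DMSO-only wells and 100% = 3 µM delta7-dafachronic acid wells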
FXN GAA850 act: activators of GAA850 frataxin (FXN) promoter | AID 540364 | activation, % at 6 µM | 360,000 compounds, 0.56% hits | HEK293 lucGAA850 FXN promoter luciferase reporter, 24 h; percent of 10 µM SAHA response;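 active = activation above the average of all compounds screened plus 3 SD, cutoff fixed separately per campaign, cut at about 7.5% in these data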;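 note: 0% = DMSO wells and 100% = 10 µM SAHA wells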
HGIII-sPLA2 inh: Blocks human group III sPLA2 activity; Q9NZ20; QFRET BODIPY PC-A2 liposome hydrolysis, fluorescence; inhibition, % at 12.2 µM; 370,000 compounds, 0.56% hits;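 active = inhibition above mean plus 3 SD of compounds lying within the high and low control bounds, cut at about 19% in these data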;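 note: 0% = median of test compound wells and 100% = no enzyme DMSO wells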
GC-A act: GC-A (human) enzyme activation. P16066. HEK293 GC-A cells, cGMP TR-FRET, EC30 ANP; 0% at EC30 ANP, 100% saturating ANP. activation, % at 10 µM. 370,000 compounds, 0.14% hits; in the data active = activation above about 40%
Target sequence (P16066 whole entry, looked up): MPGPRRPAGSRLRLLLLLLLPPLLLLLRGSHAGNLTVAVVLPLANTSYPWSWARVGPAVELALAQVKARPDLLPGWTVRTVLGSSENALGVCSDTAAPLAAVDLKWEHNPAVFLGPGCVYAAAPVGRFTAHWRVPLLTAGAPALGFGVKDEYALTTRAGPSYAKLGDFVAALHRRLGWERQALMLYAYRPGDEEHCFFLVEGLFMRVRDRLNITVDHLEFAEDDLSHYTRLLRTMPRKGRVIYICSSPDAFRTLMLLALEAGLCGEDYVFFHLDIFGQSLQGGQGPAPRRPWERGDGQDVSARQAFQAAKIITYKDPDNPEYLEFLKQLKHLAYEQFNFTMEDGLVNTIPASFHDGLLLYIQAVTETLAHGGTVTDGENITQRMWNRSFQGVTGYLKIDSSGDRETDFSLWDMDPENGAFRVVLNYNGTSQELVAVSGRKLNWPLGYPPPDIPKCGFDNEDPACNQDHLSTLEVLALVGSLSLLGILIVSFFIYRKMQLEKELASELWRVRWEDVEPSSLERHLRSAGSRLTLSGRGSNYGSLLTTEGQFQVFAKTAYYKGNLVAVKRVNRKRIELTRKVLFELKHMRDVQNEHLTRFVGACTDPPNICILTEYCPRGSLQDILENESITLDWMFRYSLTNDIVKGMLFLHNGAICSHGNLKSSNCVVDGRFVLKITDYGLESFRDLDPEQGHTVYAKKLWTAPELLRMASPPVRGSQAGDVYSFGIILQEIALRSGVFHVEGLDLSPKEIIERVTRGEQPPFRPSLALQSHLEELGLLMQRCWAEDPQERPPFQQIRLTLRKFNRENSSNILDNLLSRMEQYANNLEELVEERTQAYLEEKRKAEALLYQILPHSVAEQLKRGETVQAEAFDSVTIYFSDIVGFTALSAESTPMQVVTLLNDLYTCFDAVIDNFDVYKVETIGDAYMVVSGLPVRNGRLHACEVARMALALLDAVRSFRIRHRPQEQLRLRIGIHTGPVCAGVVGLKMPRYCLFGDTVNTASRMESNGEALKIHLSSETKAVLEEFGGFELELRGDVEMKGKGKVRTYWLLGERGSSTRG
SMARCA2 activ: activators of SMARCA2 function; MG213 cells, MMTV-luciferase reporter, dexamethasone, overnight; activation, % at 9.1 µM; 370,000 compounds, 1% hits; in the data active = activation above about 7.8%;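 note: 0% = vehicle wells and 100% = reference activator wells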
hgDAF12 agonist: activates the H. glycines DAF-12 receptor ligand-binding domain | activation, % at 6.8 µM | HEK293 GAL4-hgDAF12 UAS-luciferase reporter, agonist luminescence; normalized to butyrate control | 370,000 compounds, 1.8% hits;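 active = activation above a cutoff set at the mean of all screened compounds plus 3 SD, cut at about 10% in these data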;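 note: 0% = DMSO wells and 100% = sodium butyrate wells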
Numbers without * were called inactive; . = no result given.

SMILES	ADAM10 inh	hgDAF12 agonist	ssDAF-12 act	GC-B act	HGIII-sPLA2 inh	DAX1 inh-1	DAX1 inh-2	hcDAF12 agonist	SMARCA2 activ	GC-A act	FXN GAA850 act
O=C(NNC(=O)c1cccs1)c1csc(N2CCOCC2)n1	-3	1.7	1.2*	0	13	0.3	0.0	-0.9	-2	3	-2.6
Cc1[nH][nH]c(=O)c1C(c1ccccc1[N+](=O)[O-])C(C#N)C#N (centres undefined)	-24	1.7	-1.0	-4	-4	0.1	1.0	1.1	0	6	-0.5
CN(c1ccccc1)S(=O)(=O)c1nnc(NC(=O)C2CCCCC2)s1	-3	1.0	-1.2	2	-2	-0.2	0.0	-1.1	-1	-1	2.4
COc1cccc(/C=C2\SC(=S)N(CCC(=O)Nc3ccc(O)cc3)C2=O)c1	2	8.3	-0.8	-2	-29	0.8	1.4	0.0	0	-6	1.8
COc1cccc(C(C(=O)NCC2CCCO2)N(C(=O)Cn2nnc3ccccc32)c2ccc(NC(C)=O)cc2)c1OC (centres undefined)	-5	2.8	-0.7	4	2	-0.8	1.1	-1.1	-2	3	1.1
O=C(/C=C/c1ccc(Cl)cc1)N(Cc1cccs1)C1CCS(=O)(=O)C1 (centres undefined)	-2	-1.0	-1.4	-11	1	0.3	-2.4	-1.4	-3	-8	0.0
O=C(CCCN1C(=O)/C(=C/c2ccccc2OC(F)F)SC1=S)Nc1cccnc1	6	6.1	-0.9	-7	-23	1.0	-1.2	0.7	1	-9	-6.0
CCc1ccccc1NC(=O)C1C2C=CC(O2)C1C(=O)O (centres undefined)	-13	-0.5	-0.5	-1	7	0.1	2.3	1.1	3	4	0.4
COC(=O)CCC(=O)N1CCCC(CNS(=O)(=O)c2ccc(OC)cc2)C1 (centres undefined)	3	1.1	-1.6	7	-2	-0.3	1.8	0.3	4	1	-0.3
CCCN1CCC(=O)N(CCOc2ccccc2)CC1	0	2.1	-0.6	4	3	-0.2	-0.4	-1.0	3	-1	1.1
COc1ccc2cc(C3(C)NC(=O)NC3=O)ccc2c1 (centres undefined)	4	-1.7	-1.2	-5	3	0.4	0.5	-0.6	2	-2	0.8
CCCN(Cc1ccccc1)C(=S)Nc1ccc(C(C)=O)cc1	7	0.8	-1.8	0	-4	2.3	-0.5	-1.4	-5	-2	-1.1
C=CCNCC(=O)NN=C(c1ccccc1)c1ccccc1	3	0.9	-1.4	-8	-1	0.0	-0.8	0.9	-3	-1	2.9
S=C(c1ccccc1)N1CCN(C(=S)c2ccccc2)CC1	6	-1.4	-0.9	-1	10	0.5	-0.5	-1.2	-2	0	1.7
CCN(CC)CCOC(=O)c1ccc(NC(=O)/C=C/c2cccs2)cc1	-2	-0.7	-1.8	1	3	0.0	-0.2	0.7	-2	3	0.3
O=c1cc(CSc2ccccc2)nc(-c2ccccc2)[nH]1	0	3.0	-0.5	0	-9	-0.3	.	-0.3	-4	0	3.8
CCOC(=O)c1cc(C(=O)c2cc(Br)ccc2O)coc1=N	-10	-3.3	-0.6	-6	-18	-0.5	2.4	0.4	-1	-6	0.6
CC(C)CCNC(=O)NC(=O)COC(=O)CNC(=O)C1CCCCC1	11	-0.1	-1.1	-1	4	0.6	1.4	0.7	-4	1	-1.1
Cc1ccc2c(Cl)c(C(=O)Nc3cccnc3)sc2c1	-12	20*	-0.8	-2	5	2.8	2.7	2.5	1	0	3.8
Cc1ccccc1N(CC(=O)NCCSc1ccccn1)S(=O)(=O)c1ccccc1	-1	-3.1	-1.2	2	-3	0.4	0.2	-1.1	-1	-11	-0.4
CCN(CC)C(=O)C1CCCN(c2ncnc3c2cnn3-c2cccc(C)c2)C1 (centres undefined)	-1	-9.3	-2.7	-13	0	-1.9	-3.0	-5.5	-3	3	-8.0
COc1cc(/C=N/N2CCCCC2)cc(OC)c1O	3	0.0	-0.9	-10	-5	-0.1	1.0	-1.8	-1	1	-1.0
C=CCOc1ccc(/C=C/C(=O)OCC(=O)NCc2cccs2)cc1	-6	2.9	-1.3	-2	-4	-0.9	2.9	2.3	1	-3	0.6
COc1ccc(/C=N/NC(=O)c2cc(-c3ccccc3)nc3ccccc23)cc1O	16	2.4	-1.1	4	-14	-0.1	-1.2	-0.6	-1	1	-0.7
c1ccc(-n2nnnc2SCc2cccc(CSc3nnnn3-c3ccccc3)n2)cc1	2	0.2	-1.3	-6	-4	-0.5	-2.6	1.1	0	4	-2.5
Cc1csc(C(C)N(C)C(=O)c2ccc(OC3CCN(Cc4ccccn4)CC3)cc2)n1 (centres undefined)	0	-5.4	-2.1	3	1	-5.1	-1.0	-3.7	-3	3	-1.5
CCOc1ccc(CCNC(=O)CN(C)S(=O)(=O)c2ccc3c(c2)CCC(=O)N3)cc1OCC	5	-1.5	-1.6	5	-1	0.6	1.1	-1.8	0	1	-0.1
C/C(=N/NC(=O)COc1ccc(C(C)(C)C)cc1)c1ccc(N2CCOCC2)cc1	-1	7.1	-1.2	1	-8	0.0	-0.6	0.7	1	-8	-0.2
C[C@H]1CNC(=O)c2c(C(=O)Nc3cccc(Cl)c3)ncn21	-17	2.4	-1.5	-3	5	-4.6	1.3	-0.9	0	0	0.9
O=C(Nc1cc(S(=O)(=O)Nc2ccccc2Cl)ccc1O)c1ccc(F)cc1F	1	0.1	-1.1	1	-37	-1.5	-2.2	0.6	-5	-2	-1.0
Cc1n[nH]c(C)c1CCN(C)C(=O)C1CCC(=O)N(CC2CCCCC2)C1 (centres undefined)	-3	0.8	-1.1	3	-5	0.3	0.1	0.0	-2	4	0.6
CNc1c(NS(=O)(=O)c2ccc(C(C)(C)C)cc2)c(=O)oc2ccccc12	-3	2.2	-1.2	6	-10	-0.2	-1.1	-1.8	0	1	0.6
CCOc1cc(S(=O)(=O)NCCc2ccccc2C)c(OCC)cc1-n1cnnn1	-290	-2.5	-1.0	-11	-30	0.1	0.4	-2.3	4	-28	2.1
C/C(CC(=O)Nc1ccccn1)=N\NC(=O)Cc1cccc2ccccc12	10	-2.5	-0.2	0	-4	-0.2	0.7	0.4	-2	-1	0.6
COC(=O)C(C)N(C#N)c1nc(NC(C)C)nc(SC)n1 (centres undefined)	9	-2.8	-1.2	3	9	-0.2	-1.0	2.9	2	2	-1.7
CCOc1ccc2[nH]c(=O)c(C(c3nnnn3Cc3ccco3)N3CCC(C)CC3)cc2c1 (centres undefined)	-43	-0.2	-0.2	3	-5	0.1	0.8	0.5	1	0	-1.2
Cc1cc(C)cc(OCC(=O)O/N=C(\N)c2ccccc2Cl)c1	2	4.1	-0.3	-2	-3	-0.2	0.2	0.2	1	-6	0.9
CC(NC(=O)Cn1cc(C(F)(F)F)ccc1=O)c1ccc(F)cc1 (centres undefined)	7	-0.9	-1.4	-3	6	0.4	-0.3	-0.5	-2	3	0.1
Cc1cccc(Cn2c(Sc3nc(C)cs3)nc3c2c(=O)[nH]c(=O)n3C)c1	5	-0.3	-0.9	-2	-2	1.3	1.7	-1.9	5	-7	1.1
O=c1[nH]c(-[n+]2ccccc2)c(/C=N/N=C(\[O-])c2ccccc2)s1	5	-1.1	-1.2	3	9	0.4	-0.3	-1.3	-3	-4	2.1
COc1cccc(/C=N\NC(=O)c2cc(OCC(F)(F)F)ccc2OCC(F)(F)F)c1	0	-3.5	-0.9	0	5	0.0	0.3	0.0	-1	-1	-2.1
CCOc1ccccc1N1CCN(C(=O)c2cc(S(=O)(=O)N3CCCCC3)ccc2C)CC1	-13	-3.8	0.0	-3	4	-1.6	-0.2	-0.1	-4	4	-1.9
Cc1ccc(NC(=S)N(CCCN2CCCC2)Cc2cccn2Cc2ccc(Cl)cc2)cc1Cl	4	-6.4	-0.3	-12	10	0.4	-0.2	-2.2	-5	-24	3.2
COc1ccc(CNCCC(c2ccccc2)C2CCOC(C)(C)C2)cc1 (centres undefined)	-7	-5.0	-2.0	-20	0	-0.2	0.1	-0.6	-2	-32	-2.3
CC1CCCN(CCOCCOc2ccc(Br)cc2Cl)C1 (centres undefined)	-1	0.4	-0.6	-6	-15	-0.2	-0.5	-1.5	-4	-2	1.2
Cc1ccc(C(=O)NCCC(=O)N2CCCC2)cc1	2	13*	0.6	0	7	0.6	6.1*	5.2	5	2	5.7
CCc1nnc(NC(=O)c2ccc(COc3ccc(C)cc3)o2)s1	4	-0.8	-0.3	1	-1	0.9	0.1	-0.1	-2	-3	0.0
COc1ccc(NC(=O)C2CCCN(S(C)(=O)=O)C2)c(OC)c1 (centres undefined)	3	-2.0	-1.4	3	12	0.1	1.9	-2.0	-1	0	0.7
Cc1cc(=O)[nH]c2sc(C(=O)N3c4ccccc4CC3C)c(N)c12 (centres undefined)	-10	0.6	-1.2	-4	-5	-1.1	-0.4	0.1	-4	-3	-0.5
Cc1ccc(OCC(=O)NCCCNC(=O)c2ccc(C)nc2)cc1	-3	1.6	-1.2	0	10	-0.5	-1.0	-0.4	-2	5	-1.1
CCOC(=O)N1CCN(C(=O)CCCn2c(=S)[nH]c3ccccc3c2=O)CC1	5	-1.3	-1.3	4	5	-0.4	0.1	-0.7	-1	-4	-0.3
COCCn1c(C)nnc1SCC(=O)NNC(=O)c1ccc(Cl)cc1	-10	1.2	-0.7	-1	2	-0.4	1.7	1.4	-1	1	2.4
CCOC(=O)CSc1nc(-c2cccs2)nc2c1c(=O)n(C)c(=O)n2C	3	0.7	-0.8	-4	4	1.8	1.9	0.4	2	7	-0.5
O=C(CSc1nnc(COc2ccc(Cl)cc2)o1)Nc1nccs1	1	2.3	-1.3	-4	-13	-0.4	3.2	-1.3	-6	0	0.1
Cc1cc(S(=O)(=O)NCc2ccco2)c(C)s1	-6	0.1	-1.7	5	5	-0.8	-0.1	-1.5	-2	1	-0.5
O=[N+]([O-])c1ccc(O)c(C2CCCCC2)c1	10	0.1	-1.5	0	-12	-0.8	0.3	-2.1	-6	7	-1.1
Cc1ccc2[nH]c3c(=O)n(CC(=O)NCc4ccco4)ncc3c2c1	-45	5.9	-1.3	-4	-4	-2.5	-1.1	-0.3	-1	2	-0.6
COc1ccccc1N(CC(O)Cn1nc(C)cc1C)S(=O)(=O)c1ccccc1 (centres undefined)	7	2.5	-1.3	-4	-1	-0.3	.	-0.2	0	-10	-0.1
CC(/C=C/c1ccc2c(c1)OCO2)=N\NC(=O)c1ccccc1	-16	8.4	-1.1	-1	4	1.1	3.1	2.1	2	-1	6.1
CS(=O)(=O)N(CC(=O)Nc1ccccc1C(=O)N1CCOCC1)c1ccccc1	2	2.6	-0.9	3	-1	0.0	-0.6	-0.1	0	3	2.0
